A-T KAP1 phos: potential ataxia-telangiectasia treatments restoring KAP-1 phosphorylation | Potency, µM (series often up to 57.5 µM), inactives show at the highest dose activation, hits mostly activators | […] A-T fibroblasts, KAP-1 phosphorylation AlphaLISA; neocarzinostatin DNA damage 30 min before lysis | AID 485349 | 0.19% of 320,000 active; also: potency is read from the fitted curve at half-maximal effect; % of control where 0% means no effect; nearly all actives have a fitted effect of over 45% in size
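hTERT-immortalized A-T patient fibroblasts ([…]), 500 cells/well in OPTI-MEM, 1% FBS, got compounds for 60 min, then NCS for 30 min at 37C. Lysates were then assayed for phospho-KAP-1 by AlphaLISA (anti-pKAP1 donor, anti-KAP1 acceptor beads), 6 hr at 25C.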
a7 integrin act: activators of alpha7 integrin expression for muscular dystrophy; 0.064% of 350,000 active; Potency, µM (series often up to 38.3 µM), for the others: at the highest dose activation, usual class: activators; alpha7betagal myoblasts, beta-gal FDG fluorescence, 48 h; AID 624291;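 also: potency is read from the fitted curve at half-maximal effect; 100% = response of the positive control SU9516; nearly all actives have a fitted effect of over 60% in size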
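alpha7betagal+/- myoblasts (passage 13, 250/well) treated 48 h at 37C with compounds at 1:260 dilution of DMSO stock. Lysed, then beta-galactosidase activity read as FDG fluorescence (ex 480/em 540) after 30 min, with pre-read for autofluorescence.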
GALK inhibitor: blocks human galactokinase activity; P51570; Purified GALK, Kinase-Glo residual ATP luminescence; Potency, µM (titrated, usually from 57.5 µM), inactives show top-dose activity change, negative = inhibition, hits mostly inhibitors; 0.007% of 270,000 active; AID 1868; also: potency is read from the fitted curve at half-maximal effect; % is scaled to controls: 0 for no effect and ±100 for the full control effect
Target sequence (P51570 whole entry, looked up): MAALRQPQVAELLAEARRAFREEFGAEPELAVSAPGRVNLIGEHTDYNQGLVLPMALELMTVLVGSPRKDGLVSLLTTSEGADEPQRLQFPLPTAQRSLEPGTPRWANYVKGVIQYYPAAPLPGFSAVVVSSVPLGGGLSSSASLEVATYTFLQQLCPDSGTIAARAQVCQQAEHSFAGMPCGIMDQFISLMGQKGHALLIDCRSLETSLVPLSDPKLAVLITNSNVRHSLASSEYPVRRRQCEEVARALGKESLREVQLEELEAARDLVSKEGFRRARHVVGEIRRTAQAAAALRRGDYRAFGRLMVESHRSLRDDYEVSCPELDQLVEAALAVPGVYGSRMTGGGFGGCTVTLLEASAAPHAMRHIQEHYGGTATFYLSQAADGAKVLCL
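5 nM enzyme, 35 uM ATP, 100 uM galactose, 20 mM HEPES pH8.0, 5 mM MgCl2; 1 h RT; residual ATP by Kinase-Glo Plus luminescence, qHTS format.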
TRPV1 ag: human TRPV1 agonism. Q8NER1. activation, % at 8.33 µM. TRPV1-expressing cells, Fluo-8 calcium influx, agonist mode. 0.19% of 320,000 active; in the data active = activation above about 80%; inconclusive = between about 30% and that limit; also: 0% is about no effect
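Cells expressing TRPV1 were dye-loaded with Fluo-8 and read kinetically: 10 s baseline, 3 min after compound (agonist portion), then 2 min after EC20 capsaicin (allosteric enhancer portion). Calcium-bound dye fluorescence at 480/520 nm.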
hERG WT inh: blocks the wildtype human KCNH2 potassium channel; Q12809; U2OS, BacMam KCNH2, thallium flux FluxOr; hits give low values; activity change, % at 1.84 µM; 0.37% of 340,000 active; AID 720551;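 active = maximum activity change below -70%; inconclusive = maximum activity change between -70% and -50%; inactive = maximum activity change above -50%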; also: % is scaled to controls: 0 for no effect and ±100 for the full control effect
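U2OS cells transduced with wild-type KCNH2 virus are loaded with FluxOr dye for 45 min, and thallium flux is measured in kinetic reads before and after stimulation buffer. Rate constants are normalized to DMSO controls.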
CXXC DNA block: blocks binding of human MLL CXXC domain to DNA | Q03164 | MLL-CXXC / FITC-HOXA9 DNA fluorescence polarization | Potency, µM (titrated, usually from 115 µM), for the others: at the highest dose activity change, negative = inhibition, most hits filed as inhibitors | 0.037% of 290,000 active | AID 2662; active = well fitted inhibition curve with a large enough effect in the polarisation, with a control signal flat, not every such curve was filed as active; inconclusive = small, poorly fitted or top-dose-only effect, or effect the other way, or a change in a side signal; inactive = no such curve, though single readings can be large or run the other way; the % refers to the polarisation; also: potency is read from the fitted curve at half-maximal effect
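Fluorescence polarization: 7 uM MLL-CXXC (stock) preincubated 5 min with compounds, then 50 nM fluorescein-HOX-A9 DNA (stock) added; 30 min ambient. Buffer 50 mM Tris-HCl pH 7.5, 50 mM NaCl, 1 mM DTT, 0.05% BSA.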
ASM inhibitor: inhibitors of human secretory acid sphingomyelinase | P17405 | placental ASM, HMU-PC fluorogenic substrate, 60 min | Potency, µM (series often up to 57.5 µM), for inactives: at the top dose activity change, negative = inhibition, usual class: inhibitors | 0.006% of 340,000 active | AID 504937; also: potency is read from the fitted curve at half-maximal effect
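Steps: dispense placental human ASM, pin compound, wait 10 min at room temperature, add HMU-PC0 substrate at 9 uM final, incubate 60 min at 37 °C, add stop solution raising pH to 10, read fluorescence.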
KCNH2 3.1 inh: inhibitors of human KCNH2 3.1 potassium channel isoform | U2OS KCNH2 3.1, thallium flux FluxOr; hits give low values | activity change, % (tested at about 1.8 µM) | 0.95% of 340,000 active;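 active = maximum activity change below -70%; inconclusive = maximum activity change from -70% to -50%; inactive = maximum activity change above -50%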;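 also: thallium influx rate constant from kinetic fluorescence after stimulation buffer; % is scaled to controls: 0 for no effect and ±100 for the full control effect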
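Normalized rate constant (relative to positive and negative DMSO controls) derived from a 2 min kinetic fluorescence read after stimulation; U2OS cells expressing the 3.1 isoform via virus at 1.77 x 10^8 /mL.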
Coupling enz: counter-screen for Giardia aldolase inhibitors: coupling enzyme system | coupling enzyme system counterscreen, AmpLite Red fluorescence | AID 2472 | activity change, negative = inhibition, % at 58.2 µM, hits read low | 0.67% of 290,000 active; in the data active = activity change below about -30%; also: % is scaled to controls: 0 for no effect and ±100 for the full control effect
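Fluorescence at 525 nm excitation and 598 nm emission measured inhibition of the coupled detection system without aldolase. Compounds (at 57.5 uM final) were preincubated 10 min at room temperature with coupling enzyme reagent before a 20 min substrate/AmpLite Red step.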
MBNL1-CUG inh: inhibitors of human MBNL1 binding to CUG repeat RNA; Potency, µM (highest dose often 57.5 µM), inactives show at the top dose activity change, negative = inhibition, hits mostly inhibitors; TR-FRET MBNL1-His/biotin-(CUG)12 binding, 665/545 ratio; 0.036% of 280,000 active; Q9NR56; active = well fitted inhibition curve with a large enough effect in the signal ratio, with a control signal flat, not every such curve was filed as active; inconclusive = small, poorly fitted or top-dose-only effect, or effect the other way, or a change in a side signal; inactive = no such curve, though single readings can be large or run the other way; the % refers to the signal ratio; also: potency is read from the fitted curve at half-maximal effect; % is scaled to controls: 0 for no effect and ±100 for the full control effect
Target sequence (Q9NR56 whole entry, looked up): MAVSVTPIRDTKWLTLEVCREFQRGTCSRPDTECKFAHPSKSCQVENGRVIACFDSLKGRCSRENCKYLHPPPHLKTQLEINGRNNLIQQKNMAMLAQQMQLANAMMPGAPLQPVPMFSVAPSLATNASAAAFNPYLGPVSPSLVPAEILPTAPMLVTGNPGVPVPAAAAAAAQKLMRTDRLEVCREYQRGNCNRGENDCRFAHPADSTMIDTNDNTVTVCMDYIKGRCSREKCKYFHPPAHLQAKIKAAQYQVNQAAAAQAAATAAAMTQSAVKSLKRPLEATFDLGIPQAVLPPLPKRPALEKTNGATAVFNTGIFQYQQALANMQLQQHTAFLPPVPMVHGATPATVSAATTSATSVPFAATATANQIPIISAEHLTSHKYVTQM
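TR-FRET readout: Ex 340 nm, 665/545 nm emission ratio, normalized to buffer-only (basal) and MBNL1-(CUG)12 controls. Complex of MBNL1-His with Biotin-(CUG)12, compounds 92 nM–58 uM, incubated 60 min at room temperature.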
Active calls of the source: *; ? = inconclusive; . = not tested or not shown; & = joins results of further samples; [ ] = dose if it differs, or a comment. Unless noted, calls follow the shape of the dose curve; as a rule, active = well fitted curve in the direction sought with a large enough effect; inconclusive = small, poorly fitted or top-dose-only effect, or another doubt; inactive = no such curve, though single readings can be large; an effect the other way counts as inactive or inconclusive.

SMILES | A-T KAP1 phos | a7 integrin act | GALK inhibitor | TRPV1 ag | hERG WT inh | CXXC DNA block | ASM inhibitor | KCNH2 3.1 inh | Coupling enz | MBNL1-CUG inh
O=C(CN1C(=O)c2ccccc2S1(=O)=O)Nc1ccc(S(=O)(=O)Nc2ncccn2)cc1 | -1% | 7% | . | -2 | 0 | . | . | 8 | . | .
Cc1noc(C)c1COC(=O)c1cccc(N(C)C)c1 | -4% | ? | 7% | 10 | -8 | -7% | 13% | -5 | 4 | -4%
COc1cc(/C=N/NC(=O)c2ccccc2O)ccc1OC(=O)CC1SC(=O)NC1=O (configuration not stated) | 7% | 13% | -4% | 3 | 9 | -25% | -1% | -5 | 7 | .
COc1ccc(NC(=O)CCCCC#Cc2ccccc2)cc1 | . | 4% | . | . | 35 | . | -12% | 15 | 1 | .
N#CC1=C(N)NC(SCc2ccc(F)cc2)=C(C#N)C12CCCCC2 | 0% | -5% | -4% | 7 | -3 | 1% | -7% | . | 1 | 3%
C=CC(C)N1C(=O)S/C(=C\c2ccc(N3CCOCC3)cc2C)C1=O (configuration not stated) | -16% | 25% | -1% | 14 | 8 | -2% | -4% | -9 | 0 | .
CCN(C(=S)Nc1cc(S(=O)(=O)N2CCOCC2)ccc1Cl)c1cccc2ccccc12 | 1% | -17% | 1% | -2 | -1 | 4% | 15% | -4 | -93* | ?
CC(=O)c1ccc(NC(=O)C2=CC(c3ccc4c(c3)OCO4)=NS(=O)(=O)N2C)cc1 | -5% | -27% | -7% | 2 | 31 | 16% | 17% | 5 | . | ?
O=C(O)C1CCCN(S(=O)(=O)c2ccc(Cl)s2)C1 (configuration not stated) | 5% | -13% | -3% | 0 | -8 | 6% | 2% | -2 | 0 | ?
C=C1CCN(c2ccc(C(=O)NCCC)cc2[N+](=O)[O-])CC1 | . | -7% | . | . | 8 | . | -7% | -32 | . | .
CCCC(C)NC(=O)c1ccc2[nH]c3c(c2c1)CC(C)CC3 (configuration not stated) | 2% | 29% | 4% | 0 | 1 | -1% | -3% | -1 | 1 | -6%
Cc1ccc(CNC(=O)COc2cccc3c2OC(C)(C)C3)cc1 | 4% | 24% | . | -11 | 13 | . | -2% | 2 | . | .
CC1(C)Oc2ccc3ccc(=O)oc3c2CC1O (configuration not stated) | 2% | 4% | 3% | -1 | -1 | 6% | 2% | -3 | 0&2 | 8%
Cc1ccc(CN(C)C(=O)CCc2nc3sc4c(c3c(=O)[nH]2)CCCC4)o1 | 13% | -54%[inhibitor] | 2% | -1 | -8 | -3% | 21% | -5 | 0 | 1%
O=C(OCc1nc2ccccc2c(=O)[nH]1)c1cccs1 | 5% | 1% | 3% | 2 | 14 | 12% | 4% | 10 | 6 | -3%
CC1CN(C(=O)COC(=O)c2ccc(N)c([N+](=O)[O-])c2)CC(C)O1 (configuration not stated) | -3% | 25% | -1% | -1 | -2 | 7% | -2% | 3 | -2 | ?
OCC1(Cc2ccccc2)CCN(Cc2cnc(-c3cccc4ccccc34)nc2)CC1 | 0% | 11% | 0% | -1 | 2 | 2% | -2% | -5 | 3 | 22%
CCOC(=O)c1ccc(NC(=O)c2nc(S(=O)(=O)Cc3ccccc3)ncc2Cl)cc1 | -4% | -76%[inhibitor] | -1% | 1 | -2 | 14% | -3% | -7 | . | 18%
Cc1cccc(NC(=O)[C@@H](NC(=O)[C@@H]2Cc3ccccc3CN2)C(C)C)c1 | 6% | 19% | 0% | -5 | 7 | 11% | 1% | 3 | 4 | 5%
COc1ccc2cc(C(C)C(=O)N3CCC(C)CC3)ccc2c1 (configuration not stated) | -2% | -22% | -1% | 14 | 2 | 3% | 0% | 4 | 2 | 1%
CCCSc1nc(N)nc2c1ncn2C1OC(CO)C(O)C1O (configuration not stated) | . | 38% | . | . | -4 | . | 6% | 20 | . | .
O=C1CCC(C(=O)OCC(=O)c2ccccc2)N1 (configuration not stated) | -1% | 0% | 0% | 0 | -14 | -4% | -4% | -1 | 2 | 4%
CC(=O)NCCC(=O)N(C)CC1CCN(CCc2cccc(C(F)(F)F)c2)CC1 | -2% | -9% | -3% | -6 | 32 | -8% | 4% | -34 | -2 | -1%
Cc1nc2scc(C)n2c(=O)c1S(=O)(=O)NCc1ccc(F)cc1 | -3% | 3% | 0% | 4 | -9 | 1% | 12% | -7 | . | -2%
Cc1cc(C)nc(NC(=O)/C=C/c2ccccc2Cl)n1 | 1% | -47%[inhibitor] | 0% | 4 | 4 | -6% | 1% | -1 | -1 | 8%
CCN1CCN(c2cc(C)nc(-c3ccccc3O)n2)CC1 | -3% | -3% | 0% | 1 | 45 | 15% | -4% | -33 | -1 | .
COC1=NC2=NCCN2C(OC)=N1 | . | 7% | . | . | -2 | . | -3% | -14 | . | .
Cc1n[nH]c(=S)c2nn(-c3ccccc3F)c(C)c12 | 2% | 18% | 0% | -6 | 6 | 14% | 5% | 18 | 3 | 48%[activator]
COc1ccc(CCNC(=O)CSc2nnc(CNc3ccc(Cl)cc3)o2)cc1OC | -3% | ? | 1% | 6 | 3 | ? | -1% | -11 | 0 | -14%
O=C(c1ccccc1)c1cnc(Nc2ccccc2Cl)s1 | 10% | 31% | 2% | . | 23 | -1% | 69%[activator] | -16 | 1 | ?
Cc1ccc(CC2C(=O)N(c3ccc(C)cc3)C(=O)C2C)cc1 (configuration not stated) | -1% | -24% | 1% | 19 | -7 | 2% | -2% | 2 | 0 | -4%
CCCCOC(=O)c1ccc(NC(=S)NC(=O)c2c(Cl)cnn2C)cc1 | 10% | -5% | 5% | 12 | 0 | 0% | -2% | -2 | 2 | -2%
O=C(NNC(=S)NCC1CCCO1)c1cccc(S(=O)(=O)N2CCOCC2)c1 (configuration not stated) | -1% | 11% | 7% | -1 | 3 | 3% | 3% | ? | 0 | -2%
CSc1nc(Oc2ccc(C)cc2)cc(C(F)(F)F)n1 | 4% | -12%[1.53 µM] | 1% | -1 | 0 | -4% | 0% | . | 4 | -5%
CC(=O)N1CCSc2ccc(S(=O)(=O)N3CCC(C)CC3)cc21 | -1% | -34% | -3% | 11 | 4 | 6% | 9% | -7 | . | 2%
O=C(O)C1CC(=O)N(c2ccc(OCc3ccccc3Cl)cc2)C1 (configuration not stated) | -3% | -22% | -2% | 2 | -2 | 6% | 5% | 9 | 11 | -3%
O=C(O)CC/C(=C\c1ccc2c(c1)OCO2)c1nc2ccccc2s1 | 7% | 14% | -4% | 9 | -2 | 23% | 143%[activator] | -5 | 2 | ?
O=C(NCCN1CCCCC1)c1ccc(F)cc1Cl | -4% | ? | 6% | -5 | -1 | 2% | 5% | -4 | -2 | -12%
C=CCc1ccc(OCCCCN2CC(C)OC(C)C2)c(OC)c1 (configuration not stated) | 2% | 11% | -3% | -3 | 12 | 21% | 4% | 10 | -8 | -3%
CC(=O)c1nc(N2C(=O)CC(Cc3ccccc3)C2=O)sc1C (configuration not stated) | . | 13% | . | 9 | -1 | 10% | 8% | -1 | -2 | ?
CC(C)CNC(=O)COc1ccc2c3c(c(=O)oc2c1)CCC3 | 7% | 13% | -1% | 4 | 2 | -18% | -1% | 4 | -2 | -5%
O=C(CSc1ccc2nnc(-c3ccncc3)n2n1)Nc1nccs1 | -1% | 6% | -1% | 1 | -2 | 2% | 2% | . | 0 | -14%
c1ccc(OCCOc2ncnc3ccccc23)cc1 | 14% | 1% | 0% | 8 | -7 | 5% | -1% | -2 | -2 | 0%
Cc1ncc(CO)c2c1Oc1nc(-c3ccccc3)nc(SCC(=O)Nc3cccc(O)c3)c1C2 | -6% | -36% | 6% | 8 | -9 | 7% | -9% | -3 | . | 3%
COc1ccc(C2=NNC(=O)CC2)cc1 | -3% | -17% | 0% | -2 | . | 10% | -1% | 13 | 0 | -5%
COCCn1c(=NC(=O)c2cc(Cl)sc2Cl)sc2cc(S(N)(=O)=O)ccc21 | 7% | -24% | 0% | -1 | 8 | 18% | . | -4 | 2 | 8%
COc1ccc(CCNC(=O)Cn2c(=O)n(CCCC(=O)NCc3ccco3)c(=O)c3sccc32)cc1OC | -3% | 0% | 7% | -3 | 13 | -6% | 3% | 10 | 1 | -1%
N#Cc1ccc(S(=O)(=O)NC2CCCCNC2=O)cc1 (configuration not stated) | -5% | -25% | 5% | 3 | -4 | 2% | 2% | 0 | 1 | 2%
CCCNC(=O)COC(=O)c1cc(-c2ccc(OC)cc2)nc2ccccc12 | 12% | 0% | -3% | ? | 4 | -3% | 402%[activator] | -3 | -1 | 22%

No enrichment for hits; about 2% have a hit in one of these screens.
